TcdB GH inh = TcdB glycohydrolase inhibition | TcdB glycohydrolase enzymatic assay, plate reader | inhibition, % at 9.99 µM | hit rate 0.24% among 350,000 | AID 652162; in the data active = inhibition above about 10%
Target sequence (P18177 whole entry, looked up): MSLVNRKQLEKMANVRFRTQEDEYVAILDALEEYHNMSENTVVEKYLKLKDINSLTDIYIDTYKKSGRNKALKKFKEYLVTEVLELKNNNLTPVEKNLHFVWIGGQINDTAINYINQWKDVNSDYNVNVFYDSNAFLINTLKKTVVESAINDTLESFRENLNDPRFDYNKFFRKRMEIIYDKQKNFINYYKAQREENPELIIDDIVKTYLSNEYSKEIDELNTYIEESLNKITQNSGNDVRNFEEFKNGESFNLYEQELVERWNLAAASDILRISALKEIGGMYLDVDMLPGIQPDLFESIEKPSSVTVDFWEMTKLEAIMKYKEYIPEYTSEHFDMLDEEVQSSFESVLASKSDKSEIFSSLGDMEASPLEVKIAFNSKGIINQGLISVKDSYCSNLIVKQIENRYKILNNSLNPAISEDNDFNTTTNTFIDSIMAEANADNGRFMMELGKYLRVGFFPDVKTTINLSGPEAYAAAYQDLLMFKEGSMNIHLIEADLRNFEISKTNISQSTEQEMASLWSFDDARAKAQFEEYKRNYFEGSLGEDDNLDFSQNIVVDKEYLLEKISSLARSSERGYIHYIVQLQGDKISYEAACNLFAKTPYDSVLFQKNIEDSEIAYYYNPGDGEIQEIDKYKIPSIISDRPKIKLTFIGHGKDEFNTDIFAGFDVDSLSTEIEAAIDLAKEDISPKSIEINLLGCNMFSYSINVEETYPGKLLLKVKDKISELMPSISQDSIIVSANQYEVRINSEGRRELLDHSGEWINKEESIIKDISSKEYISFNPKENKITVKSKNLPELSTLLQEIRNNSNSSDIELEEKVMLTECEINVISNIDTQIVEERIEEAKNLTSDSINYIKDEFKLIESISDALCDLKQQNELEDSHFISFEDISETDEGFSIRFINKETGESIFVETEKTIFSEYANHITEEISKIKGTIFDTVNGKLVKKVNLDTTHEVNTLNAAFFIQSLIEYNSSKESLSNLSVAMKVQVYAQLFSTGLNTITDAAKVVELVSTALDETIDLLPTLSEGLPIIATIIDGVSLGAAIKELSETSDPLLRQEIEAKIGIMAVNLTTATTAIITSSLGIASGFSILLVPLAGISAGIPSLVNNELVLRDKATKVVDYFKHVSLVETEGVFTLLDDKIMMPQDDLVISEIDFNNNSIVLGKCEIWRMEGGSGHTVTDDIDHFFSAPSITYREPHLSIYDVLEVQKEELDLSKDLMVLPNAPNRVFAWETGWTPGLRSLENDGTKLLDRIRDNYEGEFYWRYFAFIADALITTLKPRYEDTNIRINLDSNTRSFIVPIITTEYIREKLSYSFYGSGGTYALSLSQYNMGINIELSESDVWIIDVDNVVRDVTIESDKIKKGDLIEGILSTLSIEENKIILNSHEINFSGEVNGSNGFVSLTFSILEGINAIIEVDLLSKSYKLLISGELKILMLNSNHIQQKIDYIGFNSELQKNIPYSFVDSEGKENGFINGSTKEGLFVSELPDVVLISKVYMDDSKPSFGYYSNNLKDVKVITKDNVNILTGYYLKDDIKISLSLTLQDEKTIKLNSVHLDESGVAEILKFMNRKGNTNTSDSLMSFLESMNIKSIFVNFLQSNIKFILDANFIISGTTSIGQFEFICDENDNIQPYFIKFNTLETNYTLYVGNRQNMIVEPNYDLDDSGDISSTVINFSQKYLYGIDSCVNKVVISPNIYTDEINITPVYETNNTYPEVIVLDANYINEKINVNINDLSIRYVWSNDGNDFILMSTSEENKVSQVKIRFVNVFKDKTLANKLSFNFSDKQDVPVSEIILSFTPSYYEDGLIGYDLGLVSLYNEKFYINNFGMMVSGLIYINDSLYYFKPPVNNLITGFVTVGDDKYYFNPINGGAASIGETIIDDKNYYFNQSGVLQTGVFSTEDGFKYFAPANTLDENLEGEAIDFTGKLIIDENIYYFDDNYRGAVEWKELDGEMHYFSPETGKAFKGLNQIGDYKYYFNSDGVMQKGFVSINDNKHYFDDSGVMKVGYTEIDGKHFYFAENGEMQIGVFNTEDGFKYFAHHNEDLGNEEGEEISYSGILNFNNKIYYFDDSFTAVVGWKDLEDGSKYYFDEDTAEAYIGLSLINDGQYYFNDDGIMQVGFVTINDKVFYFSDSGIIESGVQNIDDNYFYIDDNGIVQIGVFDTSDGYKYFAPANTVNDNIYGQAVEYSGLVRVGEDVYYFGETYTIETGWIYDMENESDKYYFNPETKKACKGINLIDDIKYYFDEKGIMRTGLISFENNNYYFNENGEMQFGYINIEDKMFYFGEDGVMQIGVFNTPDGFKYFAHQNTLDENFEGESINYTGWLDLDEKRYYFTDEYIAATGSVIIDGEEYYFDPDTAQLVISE
The depositor's hits bear a star. This is a subset; the hit share may differ from the screen's.

item	SMILES	TcdB GH inh
1	C[C@@H]1CN([C@H](C)CO)C(=O)c2cccc(NS(C)(=O)=O)c2O[C@@H]1CN(C)S(=O)(=O)c1cn(C)cn1	0.4
2	CC(C)NC(=O)Nc1ccc2c(c1)CC(=O)N([C@H](C)CO)C[C@@H](C)[C@H](CN(C)Cc1ccc(C(F)(F)F)cc1)O2	0.6
3	C/C=C/c1ccc([C@H]2[C@@H](CO)N(C(=O)COC)[C@@H]2CNC(=O)C2CCC2)cc1	-0.6
4	C[C@@H]1CN([C@H](C)CO)C(=O)c2cc(Br)cnc2O[C@H]1CN(C)C(=O)c1ccccn1	-0.5
5	COc1ccc2c3c(n(C)c2c1)[C@H](CO)NCC31CCN(C(=O)c2ccc(F)cc2)CC1	-0.2
6	C[C@H]1CN([C@@H](C)CO)C(=O)Cc2cc(NS(=O)(=O)c3ccc(F)cc3)ccc2O[C@H]1CN(C)Cc1ccc(C(=O)Nc2ccccc2N)cc1	2.0
7	Cc1noc(C)c1NC(=O)Nc1ccc2c(c1)CC(=O)N([C@H](C)CO)C[C@@H](C)[C@@H](CN(C)CC1CCCCC1)O2	-1.0
8	COc1cc2c(cc1OC)CN(C(=O)[C@H]1[C@@H]3C(=O)O[C@@H](c4ccccc4)[C@@H](c4ccccc4)N3[C@@H](c3ccccc3OCCO)[C@]13C(=O)Nc1ccc(C#CC4=CCCCC4)cc13)CC2	0.1
9	COc1ccc(S(=O)(=O)Nc2ccc3c(c2)CC(=O)N([C@@H](C)CO)C[C@@H](C)[C@@H](CN(C)Cc2ccc(C(=O)O)cc2)O3)cc1	-0.5
10	O=C(Cc1ccccc1)N1C[C@@H]2[C@H](c3ccccc31)[C@@H](CO)N2C(=O)C1CCOCC1	-0.9
11	Cc1ccc(-c2cnc3c(c2)C(=O)N([C@@H](C)CO)C[C@@H](C)[C@H](CN(C)C(=O)c2cccnc2)O3)cc1	0.6
12	CO[C@@H]1CN(C)C(=O)c2cc(NC(C)=O)ccc2OC[C@H](C)N(C(=O)c2ccccc2F)C[C@H]1C	-0.3
13	C[C@H]1CN([C@@H](C)CO)S(=O)(=O)c2ccc(C#CC3(O)CCCC3)cc2O[C@H]1CN(C)C(=O)Nc1ccc(F)cc1	0.8
14	CNC[C@@H]1OCCCC[C@@H](C)Oc2ccc(NC(=O)Nc3ccc(C(F)(F)F)cc3)cc2C(=O)N([C@@H](C)CO)C[C@H]1C	-2.4
15	C[C@H](CO)N1C[C@H](C)[C@@H](CN(C)C(=O)NC2CCCCC2)OCCCC[C@H](C)Oc2ccc(NC(=O)Nc3ccc4c(c3)OCO4)cc2C1=O	-0.1
16	CNC[C@@H]1Oc2ccc(NC(=O)Nc3ccccc3)cc2CC(=O)N([C@H](C)CO)C[C@@H]1C	-0.1
17	CCCNC(=O)[C@@]1(Sc2ccc(C)cc2)CC(=O)N(C2CCCCC2)[C@@H]1c1ccc(CO)cc1I	0.3
18	CC(=O)N(C)C[C@H]1Oc2ncc(-c3cccnc3)cc2C(=O)N([C@H](C)CO)C[C@H]1C	0.9
19	C[C@H]1CN([C@@H](C)CO)C(=O)c2cc(NS(=O)(=O)c3cn(C)cn3)ccc2O[C@@H]1CN(C)C(=O)Nc1ccc(C(F)(F)F)cc1	-0.3
20	COc1cccc(S(=O)(=O)N[C@@H]2CC[C@@H](CC(=O)NC3Cc4ccccc4C3)O[C@@H]2CO)c1	-2.6
21	C[C@@H]1CN([C@H](C)CO)S(=O)(=O)c2ccc(C#Cc3ccccc3)cc2O[C@H]1CN(C)C(=O)CN(C)C	2.2
22	C[C@H]1CN([C@@H](C)CO)C(=O)c2cc(C#Cc3cccnc3)cnc2O[C@H]1CN(C)S(=O)(=O)c1ccccc1F	-11
23	CCc1csc(N2[C@H](C#N)[C@@H](c3ccc(-c4ccc(F)cc4)cc3)[C@H]2CO)n1	-0.2
24	O=C(C[C@H]1CC[C@H]2[C@@H](COC[C@H](O)CN2C(=O)Nc2ccc(F)cc2)O1)NCCCN1CCOCC1	-0.7
25	COc1ccc(CN(C)C[C@H]2Oc3ccc(NC(=O)c4ccncc4)cc3CC(=O)N([C@@H](C)CO)C[C@H]2C)cc1	1.1

Carrying on.
item	SMILES	TcdB GH inh
26	CC(C)CC#Cc1ccc2c(c1)O[C@H](CN(C)Cc1ccccn1)[C@@H](C)CN([C@H](C)CO)S2(=O)=O	0.0
27	Cc1noc(C)c1S(=O)(=O)Nc1ccc2c(c1)C(=O)N([C@H](C)CO)C[C@H](C)[C@H](CN(C)S(=O)(=O)c1ccccc1)OCCCC[C@H](C)O2	-0.1
28	O=C1CSC(c2ccccc2)N1c1ccc(-c2ccccc2)cc1 (centres undefined)	-0.4
29	C/C=C/c1ccc([C@@H]2[C@@H](CO)N(C(=O)C3CCOCC3)C23CN(C(=O)NC(C)C)C3)cc1	1.6
30	CC(C)NC(=O)Nc1ccc2c(c1)CC(=O)N([C@@H](C)CO)C[C@H](C)[C@@H](CN(C)C(=O)Nc1ccccc1)O2	-5.1
31	COc1ccc(C#Cc2ccc([C@@H]3[C@@H](CO)N4C(=O)CN(C(=O)c5cccnc5)C[C@@H]34)cc2)cc1	-0.7
32	C/C=C/c1cnc2c(c1)C(=O)N([C@H](C)CO)C[C@@H](C)[C@@H](CN(C)Cc1ccncc1)O2	0.5
33	COCC(=O)Nc1ccc2c(c1)[C@H]1C[C@@H](CC(=O)NCc3ccc(-c4ccccc4)cc3)O[C@H](CO)[C@H]1O2	-1.8
34	CN(C)CC(=O)N1[C@H](CO)[C@H](c2ccccc2-c2ccc(C(=O)N(C)C)cc2)[C@@H]1C#N	-0.9
35	C[C@H]1CN([C@@H](C)CO)C(=O)c2cc(NC(=O)Nc3ccccc3)ccc2O[C@H]1CN(C)Cc1ccc(C(=O)O)cc1	0.6
36	C[C@H]1CN([C@@H](C)CO)C(=O)c2cc(NC(=O)CCC(F)(F)F)ccc2O[C@@H]1CN(C)Cc1ccc(-c2ccccc2)cc1	-0.3
37	CCC(=O)N1CC2(CCN(Cc3nccs3)CC2)c2c(n(C)c3cc(OC)ccc23)[C@@H]1CO	2.3
38	C[C@@H]1CCCCO[C@@H](CN(C)C)[C@H](C)CN([C@@H](C)CO)C(=O)c2cc(NS(=O)(=O)c3ccc(Cl)cc3)ccc2O1	0.7
39	CC(C)CC#Cc1ccc2c(c1)O[C@H](CN(C)Cc1cncnc1)[C@@H](C)CN([C@H](C)CO)S2(=O)=O	1.4
40	C[C@@H]1CN([C@@H](C)CO)C(=O)Cc2cc(NC(=O)Cc3ccccc3)ccc2O[C@@H]1CN(C)C(=O)Nc1ccc(F)cc1	-0.9
41	COCC(=O)Nc1ccc2c(c1)C(=O)N(C)C[C@@H](OC)[C@H](C)CN(Cc1ccccc1F)[C@H](C)CO2	-1.1
42	CN1CCN(C(=O)[C@H]2[C@H](CO)[C@H]3Cn4c(cccc4=O)[C@H]3N2Cc2cc(F)ccc2F)CC1	2.1
43	O=C(C[C@H]1C=C[C@@H](NC(=O)CCN2CCCCC2)[C@H](CO)O1)NCc1ccc(Cl)c(Cl)c1	-0.3
44	C[C@@H]1CN([C@H](C)CO)C(=O)c2cccc(NC(=O)c3cnccn3)c2O[C@@H]1CN(C)S(=O)(=O)c1ccc(F)cc1	-0.7
45	CCCC#Cc1ccc([C@H]2[C@@H](C#N)N(S(C)(=O)=O)[C@@H]2CO)cc1	1.7
46	O=C(c1ccccc1F)N1C[C@H]2[C@@H](c3ccccc31)[C@@H](CO)N2C(=O)c1cccnc1	-2.0
47	CCC(=O)NC[C@@H]1[C@@H](c2ccc(-c3ccccc3)cc2)[C@H](CO)N1C(=O)C1CC1	1.0
48	CCC(=O)Nc1ccc2c(c1)OC[C@H](C)N(Cc1cccc(F)c1)C[C@@H](C)[C@@H](OC)CN(C)C2=O	-0.3
49	CO[C@@H]1CN(C)C(=O)c2ccc(NC(=O)c3cnccn3)cc2OC[C@@H](C)N(CCc2ccccc2)C[C@H]1C	-1.1
50	Cc1ccccc1S(=O)(=O)NCC[C@@H]1CC[C@@H](NS(=O)(=O)c2ccccc2C)[C@H](CO)O1	0.4

Other compounds.
item	SMILES	TcdB GH inh
51	O=S(=O)(c1ccccc1)N1CCCCN2[C@H](C1)[C@@H](c1ccc(-c3ccccc3)cc1)[C@@H]2CO	-0.8
52	CCS(=O)(=O)N1[C@@H](CO)[C@H](c2ccccc2)C12CN(C(=O)C1CC1)C2	0.1
53	C[C@H]1CN([C@@H](C)CO)C(=O)Cc2cc(NS(=O)(=O)c3ccc(Cl)cc3)ccc2O[C@H]1CN(C)S(=O)(=O)c1cn(C)cn1	0.4
54	C[C@H](CO)N1C[C@H](C)[C@H](CN(C)Cc2ccc(F)cc2)Oc2cc(C#CC(C)(C)O)ccc2S1(=O)=O	2.5
55	O=C(Nc1ccccc1F)N[C@@H]1CC[C@@H](CC(=O)N2CCCCC2)O[C@@H]1CO	-0.4
56	Cc1ccc(S(=O)(=O)N(C)C[C@@H]2OCCCC[C@H](C)Oc3ccc(NC(=O)Nc4ccccc4)cc3C(=O)N([C@@H](C)CO)C[C@@H]2C)cc1	-0.2
57	COCC#Cc1ccc([C@H]2[C@@H](CO)N3C(=O)CN(C(=O)c4ccncc4)C[C@@H]23)cc1	0.0
58	O=C(C[C@@H]1C[C@@H]2c3cc(NC(=O)c4cccnc4)ccc3O[C@@H]2[C@H](CO)O1)NCc1ccc(Oc2ccccc2)cc1	-1.2
59	C[C@H]1CN([C@@H](C)CO)C(=O)Cc2cc(NC(=O)NC3CCCCC3)ccc2O[C@H]1CN(C)C(=O)Nc1cccc2ccccc12	-0.2
60	CC(C)NC(=O)Nc1ccc2c(c1)C(=O)N(C)[C@@H]1CC[C@@H](CC(=O)Nc3ccccc3)O[C@@H]1CO2	1.0
61	CN(C[C@H]1N[C@@H](CO)[C@H]1c1ccc(-c2cccc(F)c2)cc1)C(=O)C1CCC1	0.2
62	C[C@@H]1CN([C@H](C)CO)C(=O)Cc2cc(NS(C)(=O)=O)ccc2O[C@H]1CN(C)C(=O)Nc1ccccc1	0.4
63	C[C@@H]1CN([C@@H](C)CO)C(=O)Cc2cc(NC(=O)Cc3cn(C)c4ccccc34)ccc2O[C@@H]1CN(C)C	-0.1
64	CO[C@@H]1CN(C)C(=O)c2ccc(NC(=O)C3CC3)cc2OC[C@@H](C)N(C(=O)CN(C)C)C[C@H]1C	-0.4
65	C[C@@H]1CN([C@H](C)CO)S(=O)(=O)c2ccc(C#CC3CC3)cc2O[C@H]1CN(C)Cc1cccc(F)c1	0.6
66	Cc1noc(C)c1S(=O)(=O)Nc1cccc2c1O[C@H](CN(C)Cc1ccc(Cl)c(Cl)c1)[C@H](C)CN([C@H](C)CO)C2=O	0.4
67	Cc1ccccc1-c1ccc2c(c1)O[C@@H](CN(C)C(=O)C1CC1)[C@H](C)CN([C@H](C)CO)S2(=O)=O	1.6
68	CCCNC(=O)N(C)C[C@H]1Oc2ncc(C3=CCCCC3)cc2C(=O)N([C@@H](C)CO)C[C@H]1C	1.0
69	CC(C)CC#Cc1cnc2c(c1)C(=O)N([C@H](C)CO)C[C@H](C)[C@H](CN(C)Cc1ccc(F)cc1)O2	0.5
70	C[C@@H]1CN([C@H](C)CO)C(=O)Cc2cc(NS(C)(=O)=O)ccc2O[C@H]1CN(C)S(=O)(=O)c1ccc(F)cc1	-6.5
71	O=C(Nc1cc(F)ccc1F)N1CCCCN2[C@H](C1)[C@@H](c1ccc(-c3ccccc3)cc1)[C@@H]2CO	0.3
72	COCC#Cc1ccc([C@H]2[C@H]3CN(C(=O)c4cccnc4)CC(=O)N3[C@H]2CO)cc1	1.3
73	C[C@@H]1CN([C@@H](C)CO)C(=O)c2cc(N(C)C)ccc2O[C@@H]1CN(C)C	-8.4
74	CN1CCN(C(=O)C[C@H]2CC[C@@H]3[C@H](COC[C@H](O)CN3S(=O)(=O)c3cccc(Cl)c3)O2)CC1	0.2
75	C[C@@H]1CN([C@@H](C)CO)C(=O)c2cc(C#CCC3CCCC3)cnc2O[C@H]1CN(C)C(=O)c1cnccn1	-0.7

Rewritten field by field: four of the compounds above
[52] CCS(=O)(=O)N1[C@@H](CO)[C@H](c2ccccc2)C12CN(C(=O)C1CC1)C2
  TcdB GH inh: 0.1

[56] Cc1ccc(S(=O)(=O)N(C)C[C@@H]2OCCCC[C@H](C)Oc3ccc(NC(=O)Nc4ccccc4)cc3C(=O)N([C@@H](C)CO)C[C@@H]2C)cc1
  TcdB GH inh: -0.2

[72] COCC#Cc1ccc([C@H]2[C@H]3CN(C(=O)c4cccnc4)CC(=O)N3[C@H]2CO)cc1
  TcdB GH inh: 1.3

[68] CCCNC(=O)N(C)C[C@H]1Oc2ncc(C3=CCCCC3)cc2C(=O)N([C@@H](C)CO)C[C@H]1C
  TcdB GH inh: 1.0

Next part
item	SMILES	TcdB GH inh
76	CC(=O)N(C)C[C@H]1[C@H](c2ccccc2)[C@@H](CO)N1C(=O)C1CCC1	-1.1
77	CC(=O)N(C)C[C@H]1Oc2ncc(C#Cc3cccnc3)cc2C(=O)N([C@@H](C)CO)C[C@@H]1C	-1.1
78	CC(C)CC#Cc1ccc2c(c1)O[C@@H](CN(C)C(=O)C1CCC1)[C@H](C)CN([C@@H](C)CO)S2(=O)=O	1.3
79	COc1ccc2c3c(n(C)c2c1)[C@@H](CO)N(C(=O)Cc1ccccn1)CC31CCN(CC2CCCC2)CC1	0.1
80	CO[C@H]1CN(C)C(=O)c2cc(NS(C)(=O)=O)ccc2OC[C@@H](C)N(C(=O)c2ccc3c(c2)OCO3)C[C@@H]1C	0.9
81	C[C@@H]1CN([C@@H](C)CO)C(=O)c2cc(NS(C)(=O)=O)ccc2O[C@@H](C)CCCCO[C@H]1CN(C)Cc1ccc(C(F)(F)F)cc1	1.0
82	CCC(=O)Nc1ccc2c(c1)C(=O)N(C)C[C@H](OC)[C@@H](C)CN(C(=O)Cc1ccccn1)[C@H](C)CO2	0.2

Screens (PubChem BioAssay)
